Lipid storage S3 – qHTS Assay for Lipid Storage Modulators in Drosophila S3 Cells; Drosophila S3 cells, BODIPY lipid droplet fluorescence, 18-24 h; cells fed with added oleic acid; lipid storage change, negative = inhibition, % at the top dose, mostly 46.1 µM; hits show Potency in µM; hit rate 0.64% among 320,000; AID 2685; active means well fitted inhibition curve with a large enough effect in the signal ratio, with a control signal flat, not every such curve was filed as active; inconclusive means small, poorly fitted or top-dose-only effect, or effect the other way, or a change in a side signal; the % refers to the signal ratio
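Drosophila S3 cells got compounds at several concentrations plus oleic acid (400 uM solution). Laser-scanning cytometry with 488 nm excitation read lipid droplets at 500-530 nm and cells at 575-640 nm. Percent activity was relative to 20 uM Triacsin C.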
Lipid storage S3 cell count max – second read-out of Lipid storage S3, no call of its own (marks repeat the call); cell number change, %; measured here: cell count max response;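 cells counted by Cell Tracker Red CMTPX staining in the red channel; peak over a dose series mostly up to 46.1 µM; percent activity relative to internal control wells on each plate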
* hit, by the source's call; i = inactive; ? = inconclusive; / = no result given; [ ] = another dose, or the depositor's remark. On the % scale 0 is the no-effect control and ±100 the full control effect; potency means the concentration at half of the fitted maximal effect. The list is partial. The share of hits here may be higher or lower than overall.

nr	compound	Lipid storage S3	Lipid storage S3 cell count max
1	Cc1cc(C(=O)Cn2cc(C(F)(F)F)ccc2=O)c(C)n1CC1CCCO1 (stereo not drawn)	-21.8%	-11.6
2	O=C(O)c1ccc2c(c1)C(=O)N([C@H](Cc1cccc3ccccc13)C(=O)O)C2=O	?	/
3	CCO[C@@H]1OC(C(=O)N2CCN(Cc3ccc4c(c3)OCO4)CC2)=C[C@H](c2csc3ccccc23)[C@H]1CCCO	1.9%	-13.0
4	O=C(CSc1n[nH]c(-c2ccccc2Cl)n1)NCc1cccc(C(=O)O)c1	i	21.0
5	CN(C)c1ccc(NC(=O)COC(=O)Cn2nnc3ccccc32)cc1	27.4%	2.3
6	CCc1ccc(OCC(=O)OCC(=O)c2c(N)n(C)c(=O)n(C)c2=O)cc1	?	/
7	CCOC(=O)/C=C1\SCC(=O)N1CCOc1cccc(Br)c1	7.1%[9.22 µM]	6.8
8	CCOC(=O)c1ccc(N=Nc2c(C)[nH]n(-c3ccccc3)c2=O)cc1	?	/
9	CCCCOC(=O)Nc1ccc(N(C)C)cc1	20.0%	28.4
10	O=C(Nc1cccc(C(=O)N2CCOCC2)c1)c1ccccc1Br	4.1%	4.9
11	Cn1cc(C(=O)NC2CCCCCCC2)c(=O)c2cc(S(=O)(=O)N3CCCC3)ccc21	?	/
12	COc1ccc(C(=O)Cn2ccsc2=NC(C)=O)cc1	?	/
13	CCC(=O)NNC(=O)CCC(=O)Nc1cccc(Cl)c1C	?	/
14	COc1ccc(NC(=O)CN(C)C(=O)c2sc3cc(Cl)ccc3c2Cl)cc1	-11.8%	/
15	NCCCCC(NC(=O)C1CCCN1C(=O)C1CSSCC(N)C(=O)NC(Cc2ccc(O)cc2)C(=O)NC(Cc2ccccc2)C(=O)NC(CCC(N)=O)C(=O)NC(CC(N)=O)C(=O)N1)C(=O)NCC(N)=O (stereo not drawn)	0.7%	23.4
16	Cc1csc(=O)n1CC(=O)OC(C)C(=O)Nc1cccc(Cl)c1 (stereo not drawn)	?	/
17	CSCC[C@H](NC(=O)OC(C)(C)C)c1nnc(SCC(N)=O)o1	?	/
18	FC(F)(F)c1cccc(NC(=S)NNC(=S)Nc2ccc(Cl)cc2)c1	?	/
19	CCCN1C2CCCC1CC(NC(=O)Nc1cccc(C(C)=O)c1)C2 (stereo not drawn)	7.6%	-1.0
20	Cc1ccc(S(=O)(=O)N2CCN(c3ccc([N+](=O)[O-])c4cccnc34)CC2)cc1	-2.0%	-15.8
21	COCCNC(=O)Cc1ccc(Br)cc1	13.3%	-4.0
22	CCN(CC)c1ccc(C2Nc3cccc4cccc(c34)N2)c(O)c1	10.5%	-18.0
23	C/C(=N\NC(=O)C(=O)Nc1cccc(C(F)(F)F)c1)c1ccc(Cl)s1	-7.0%	-19.1
24	O=c1[nH]n(-c2ccc([N+](=O)[O-])cc2)c(=O)c2ccccc12	3.6%	-12.8
25	Cc1nc(N2CCN(c3ccccn3)CC2)c2c(C)c(C(=O)Nc3ccc(Cl)cc3)sc2n1	?	/
26	Cc1cc2oc(=O)cc(CN3CCOCC3)c2cc1O	?	/
27	CNC(=O)c1ccc(NC(=O)CN2c3cccc4cccc(c34)S2(=O)=O)cc1	?	/
28	Cc1nn(-c2ncc(C(F)(F)F)cc2Cl)c(=O)n1-c1ccc(F)cc1	?	/
29	CCC(NC(=O)c1ccccc1NC(=O)c1ccccc1)C(=O)NNC(=O)CSc1nc2ccccc2o1 (stereo not drawn)	?	/
30	Cc1nn(Cc2cccc(C(=O)O)c2)c(C)c1[N+](=O)[O-]	?	/
31	O=C(N/N=C1\CCCc2oc(C(=O)O)cc21)c1ccccc1	?	/
32	Cc1c(C(=O)NCCSCc2ccc(F)cc2)cnn1-c1ccc(Cl)cc1	8.2%	6.5
33	CC(=O)c1ccc(NC(=O)CCc2nnc3ccc(NCc4ccco4)nn23)cc1	-9.6%	-23.0
34	O=C(NCc1ccco1)C(NS(=O)(=O)c1cccc2nsnc12)c1ccccc1 (stereo not drawn)	9.8%	22.2
35	COc1ccc(NS(=O)(=O)c2cccc(C(=O)NNC(=O)NCCCl)c2)cc1	?	/
36	O=S(=O)(Nc1nc2ccccc2nc1Cl)c1ccc(Br)cc1	?	/
37	CC1SC(C)C(=O)N(CC(=O)Nc2ccc3c(c2)OCO3)C1=O (stereo not drawn)	1.5%	9.3
38	Cc1cccc(NC(=O)CSc2nnc(CSc3nc(C)cc(C)n3)o2)c1	8.0%	-2.7
39	CC(C)OCCCn1c(=NC(=O)c2cccs2)c(C#N)cc2c(=O)n3ccccc3nc21	-15.7%	0.0
40	O=[N+]([O-])c1ccc(C=Nc2ccc(Cl)c([N+](=O)[O-])c2)s1	?	/
41	Cc1cc(NC(=O)c2cc3nc4c(c(C(F)(F)F)n3n2)CCc2ccccc2-4)no1	0.0%	-12.7
42	C(=N\Nc1nc(N2CCCCCC2)nc(N2CCCCCC2)n1)/c1ccccc1	5.4%	-4.2
43	COc1ccc(OCCC(=O)NCCN2CCOCC2)cc1	?	/
44	O=C(NCc1cccnc1)c1cc(-c2ccco2)on1	i	-9.2
45	N#C/C(=C/Nc1ccccc1F)S(=O)(=O)c1ccc(Cl)cc1	-20.4%	2.3
46	CC(Cc1cccs1)NC(=S)Nc1ccc(F)cc1 (stereo not drawn)	?	/
47	CC1CN(c2ccc([N+](=O)[O-])c(NCCOc3ccc(Cl)cc3)c2)CC(C)N1 (stereo not drawn)	?	/
48	Cc1csc(NC(=O)CNS(=O)(=O)c2cccs2)n1	15.4%	-1.5
49	Cc1ccc(Cl)cc1N1CCN(C(=O)c2noc(C)c2[N+](=O)[O-])CC1	i	8.3
50	CCOc1ccc(C2Sc3ccccc3NC3=C2C(=O)OC3)cc1 (stereo not drawn)	-15.8%	-20.9
51	COCCN(C(=O)CCN1C(=O)C2CC=CCC2C1=O)c1c(N)n(CC(C)C)c(=O)[nH]c1=O (stereo not drawn)	?	/
52	O=C(CCn1c(=O)[nH]c2ccsc2c1=O)N1CC(=O)N(CCc2ccccc2)C(=O)C1	2.3%	0.3
53	Cc1cc(C)cc(N2C(=O)C3CC=CCC3C2=O)c1 (stereo not drawn)	i	-17.9
54	O=S(=O)(O/N=C1\CCCc2ccccc21)c1ccc(Cl)cc1	i	7.8
55	Cc1[nH]c2ccccc2c1C(=O)CSC(=S)N1CCN(C)CC1	9.2%	5.6
56	CC(C)(C)OC(=O)CNC(=O)c1[nH]cnc1C(=O)N[C@@H](Cc1ccccc1)C(=O)OC(C)(C)C	7.1%	0.3
57	CN1CCc2c(sc3c2c(=O)n(-c2ccccc2)c2nnc(SCc4ccccc4)n32)C1	?	/
58	CN(C(=O)c1ccoc1)c1ccc2ccccc2c1	i	-11.3
59	CNS(=O)(=O)c1cc(Nc2ncnc3sccc23)ccc1C	?	/
60	Oc1c(I)cc(Cl)c2cccnc12	?	/

The list continues.
nr	compound	Lipid storage S3	Lipid storage S3 cell count max
61	Cc1c(-c2nn(C)c(=O)c3ccccc23)oc2ccc(F)cc2c1=O	9.4%	4.9
62	Cc1ccc(S(=O)(=O)N(C)c2ccc(C(=O)NCc3ccccn3)cc2)cc1	i	0.7
63	COc1ccc(CN2CCNC(=O)C2CC(=O)N(Cc2nccn2C)C(C)C)c(OC)c1 (stereo not drawn)	-14.6%	-5.0
64	NC(=O)CSc1cn(Cc2ccc(F)cc2)c2ccccc12	?	/
65	O=C(CSc1nc2ccccc2o1)Nc1nc2ccc(Br)cc2s1	i	31.8
66	COC(=O)c1sccc1NC(=O)COc1ccc(F)cc1Cl	16.3%	0.1
67	COc1ccc(OC)c(C2SCCN2S(=O)(=O)c2cccc(C(F)(F)F)c2)c1 (stereo not drawn)	?	/
68	Cc1nc(N2CCN(c3ccccn3)CC2)c2c(C)c(C(=O)Nc3c(F)cc(F)cc3Br)sc2n1	?	/
69	COCCN1C(=O)c2oc3ccccc3c(=O)c2C1c1ccc(C(=O)OC)cc1 (stereo not drawn)	i	/
70	COc1ccc(Cc2nnc(SC)[nH]c2=O)cc1	i	24.3
71	C/C(=N\NC(=O)CNC(=O)c1cccnc1)c1cccc(O)c1	i	14.2
72	Cc1ccc(/C(C#N)=C\c2ccc(N3CCOCC3)o2)cc1	?	/
73	CNC(=O)c1ccc(-c2ccc(F)cc2)s1	?	/
74	O=C(Nc1ccc2c(c1)oc1ccccc12)c1ccc(Br)o1	?	/
75	Cc1nn(C(C)C(=O)N/N=C/c2ccc(N(C)C)cc2)c(C)c1[N+](=O)[O-] (stereo not drawn)	?	/
76	Cc1ccc(Cn2c(NCCCn3ccnc3)nc3c2c(=O)n(C)c(=O)n3C)cc1	?	/
77	Cn1c(=O)[nH]c(=O)c2c1nc(Br)n2CC(O)COCc1ccccc1 (stereo not drawn)	19.1%	-8.4
78	COc1ccc(S(=O)(=O)N2CCC(C(=O)NCc3ccccn3)CC2)cc1OC	?	/
79	CC(=O)NC(=S)c1c(N)n(Cc2ccccc2)c(=O)n(C)c1=O	?	/
80	COc1ccc2nc(SCC(=O)NCC3CCCO3)c(C#N)cc2c1 (stereo not drawn)	?	/
81	CNCc1ccccc1Sc1cc(O)ccc1O	7.6%	3.2
82	COc1cc(NS(=O)(=O)c2ccc(N/C=C\C(=O)c3ccc(F)cc3)cc2)nc(OC)n1	10.9%	2.6
83	CCC(=O)Oc1ccc(C2N(C(=O)CC)CCN2S(=O)(=O)c2ccc(C)cc2)cc1OC (stereo not drawn)	-13.7%	-14.7
84	CC(C)(Cc1ccc(O)cc1)NC(=O)CC(=O)N=Nc1c(O)[nH]c2cc(Br)ccc12	?	/
85	Cc1ccc(C(=O)Nc2ccn(Cc3ccc(F)cc3)n2)o1	4.1%	-0.6
86	CC1CN(C(=O)C2(C)CC2(Cl)Cl)CC(C)O1 (stereo not drawn)	-4.3%	5.1
87	Cc1ccc(C(=O)n2nc(-c3cccnc3)nc2N)cc1	?	/
88	Nc1ccc(-n2cc(-c3ccccc3)[nH]c2=S)cc1	?	/
89	O=C(Cn1cnc2cc([N+](=O)[O-])ccc2c1=O)Nc1ccc(Br)cc1	10.8%	16.4
90	CCc1nc2ccccc2nc1N1CCN(S(=O)(=O)c2ccccc2)CC1	5.1%	1.0

Three compounds out of the list above, ordered by the value under Lipid storage S3, rising:
item | Compound | Lipid storage S3 | Lipid storage S3 cell count max
86 | CC1CN(C(=O)C2(C)CC2(Cl)Cl)CC(C)O1 (stereo not drawn) | -4.3% | 5.1
90 | CCc1nc2ccccc2nc1N1CCN(S(=O)(=O)c2ccccc2)CC1 | 5.1% | 1.0
89 | O=C(Cn1cnc2cc([N+](=O)[O-])ccc2c1=O)Nc1ccc(Br)cc1 | 10.8% | 16.4

New compounds follow
nr	compound	Lipid storage S3	Lipid storage S3 cell count max
91	CCOC(=O)c1ccoc1CSCC(=O)N1CCN(S(=O)(=O)c2ccc(C)cc2)CC1	21.8%	-6.5
92	COC(=O)C1CCN(C(=O)COC(=O)CNC(=O)c2ccc(Cl)cc2Cl)CC1	?	/
93	COc1ccc(NC(=O)[C@H](C)NC(=O)C2CCN(S(=O)(=O)c3ccc(OC)cc3)CC2)cc1	?	/
94	Cc1oc(-c2ccccc2F)nc1CS(=O)(=O)CC(=O)N1CCc2ccccc21	?	/
95	COc1ccc(C2=NOC(Cn3nc(C(=O)NCc4cccc(C(F)(F)F)c4)cc3-c3ccccc3)C2)cc1 (stereo not drawn)	?	/
96	CCCCOC(=O)Nc1nnc(/C=C/c2ccc(OC)cc2)s1	12.4%	-11.2
97	Cc1ccc2c(c1)c1c(c(=O)n(-c3ccccc3C)c(=O)n1CC(=O)NCC1CCCO1)n2C (stereo not drawn)	?	/
98	CCCC(C)c1nnc(NC(=O)CCS(=O)(=O)Cc2ccccc2)s1 (stereo not drawn)	?	/
99	Cc1cc(C)n(-c2nc3c(c(=O)n(C)c(=O)n3C)n2C)n1	?	/
100	COc1ccc(Cn2c(=O)[nH]c3cc(C(=O)N4CCN(c5ccccn5)CC4)ccc3c2=O)cc1	?	/
101	COc1ccc(N2CCN(S(=O)(=O)CCNC(=O)COc3ccc(Cl)cc3)CC2)cc1	9.6%	2.0
102	COc1cccc(C(=O)Nc2nc(-c3ccncc3)cs2)c1	0.7%	-5.6
103	O=C(NCc1ccco1)C1CCCN1C(=O)Nc1ccccc1[N+](=O)[O-] (stereo not drawn)	?	/
104	CCC(C)Nc1nc(Cl)nc(NCCOc2ccccc2)n1 (stereo not drawn)	?	/
105	Cc1ccc(C2=NN(S(C)(=O)=O)C(c3cccs3)C2)cc1 (stereo not drawn)	?	/
106	CC(=O)Nc1ccc(NC(=O)CSc2ncc(C(=O)Nc3ccccc3)c(=O)n2C)cc1	?	/
107	CC1CCN(S(=O)(=O)c2cccc(C(=O)Nc3nccs3)c2)CC1	i	-15.0
108	CC(=O)NNc1cccc(Cl)n1	?	/
109	CC(=O)c1cccc(NC(=O)Nc2ccc(C)cc2)c1	?	/
110	CC(C)C(NC(=O)c1ccccc1)c1nnc(SCC(=O)Nc2nccs2)n1C (stereo not drawn)	?	/
111	Cc1cc(/C=N/O)c(C)n1-c1ccc(Br)cc1	?	/
112	CC(C)C(=O)Nc1cccc2nsnc12	?	/
113	O=C(CSc1ccccc1C(=O)NCc1ccccc1)NC1CCCCCCC1	-13.2%	-0.7
114	O=C(/C=C/c1ccc(F)cc1)NC(=S)Nc1ccccc1	?	/
115	COc1ccc(C(=O)N2CCN(c3ncccn3)CC2)cc1[N+](=O)[O-]	?	/
116	O=C(COc1ccccc1[N+](=O)[O-])NCC1(N2CCCCC2)CCCCC1	?	/

Profiles from above. Order of values: Lipid storage S3, Lipid storage S3 cell count max
COc1ccc(NC(=O)CN(C)C(=O)c2sc3cc(Cl)ccc3c2Cl)cc1 is listed as -11.8%, /
O=c1[nH]n(-c2ccc([N+](=O)[O-])cc2)c(=O)c2ccccc12 is listed as 3.6%, -12.8

From PubChem
